RAD52 inh – inhibitors of human RAD52 DNA annealing; recombinant RAD52 DNA annealing, FRET fluorescence; inhibition, % at 18.7 µM; 0.46% of 360,000 active; AID 651710;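 active means every replicate showing at least 50% inhibition; inconclusive means mean inhibition at least 50% but not in every replicate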
INS-1E GSIS act – GLuc luminescence reporter in INS-1E cells, primary screen for activators of glucose-dependent secretion of insulin; INS-1E GLuc reporter insulin secretion, 2-3 h; activation, % at 16.6 µM; 0.61% of 370,000 active; AID 743287;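 active means lowest replicate activation of at least 40%, so every replicate reaches that level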;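 further: 0% = median of neutral control wells and 100% = median of IBMX positive control wells; some compounds called inactive have numbers as strong as hits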
F508del corr – correctors of CFTR F508del function in bronchial epithelial cells; activity (quench increase), % at 7.58 µM; 0.36% of 350,000 active; CFBE cells, YFP halide quenching; stimulated with forskolin plus potentiator P3; % fluorescence drop versus neutral controls;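 active means mean added fluorescence quench of at least 8% versus neutral control, with both replicates also reaching 8%; inconclusive means only one of the mean or replicate conditions met; inactive means mean below 8% and not both replicates reaching 8%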;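 further: cells transiently co-express mutant CFTR-F508del with the halide-sensitive YFP; corrector assay measuring rescue of mutant channel to the surface after 24 h compound exposure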
RAD54 inh – RAD54 (human) branch migration inhibition; Q92698; RAD54 Holliday junction branch migration, FAM/BHQ fluorescence; inhibition, % at 10.4 µM; 0.14% of 360,000 active; AID 602329;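 active means mean normalized replicate activity at least 40 and at least half of replicates scoring 40 or more; inconclusive means only one of the two criteria met; inactive means mean below 40 and under half of replicates reaching 40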;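 further: 0% = median of neutral control wells and 100% = median of positive control wells; inhibitors cause a drop in the FAM fluorescence signal; in these data hits start at about 50%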
XiGFP reactiv – X-chromosome reactivation activator; XiGFP mouse fibroblasts, % GFP-positive cells imaging, 3 d; cells co-treated with 5-aza-dC sensitizer; scaled so ellipticine positive control = 100%; activation, % at 7.58 µM; 0.055% of 360,000 active;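 active means mean normalized replicate activation at least 10% and every replicate at or above 10%; inconclusive means only one of the two criteria met; inactive means mean below 10% and not all replicates reach 10%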;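 further: 0% = median of on-plate neutral control wells and 100% = ellipticine 6 µM median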
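Material: XiGFP fibroblasts, SV40-immortalized; Buffer or medium: DMEM containing 5-aza-dC; Compound dosing: single point; Times: 3 days compound exposure.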
DENV2 CPE – protects cells from dengue virus 2 cytopathic effect; DENV2-infected cells, cytopathic effect rescue, plate reader; CPE inhibition, % at 9.99 µM; 1.7% of 350,000 active; AID 651640; in the data active means CPE inhibition above about 20%, passing the limit was not always enough; inconclusive means no clear call, values can overlap the other calls; tested in BHK-21 cells;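 further: 0% = median of neutral control wells and 100% = median of positive control wells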
Casp6 inh – blocks human caspase-6 cleavage activity. AID 686996. P55212. 0.53% of 350,000 active. purified caspase-6, Z-VEID-R110 cleavage fluorescence. inhibition, % at 12.5 µM;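 active means mean inhibition across replicates at least about 35%, with every replicate also reaching that limit, limit read from the data; inconclusive means only one of the two criteria met; inactive means neither criterion met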;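 further: 0% = median of neutral control wells and 100% = no fluorescence left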
Target sequence (P55212 24-179 limits assumed): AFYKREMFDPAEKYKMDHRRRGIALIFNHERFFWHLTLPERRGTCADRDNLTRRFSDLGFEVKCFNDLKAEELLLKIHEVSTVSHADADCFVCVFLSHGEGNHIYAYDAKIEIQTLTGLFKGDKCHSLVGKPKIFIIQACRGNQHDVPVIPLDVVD
Target sequence (P55212 194-293 limits assumed): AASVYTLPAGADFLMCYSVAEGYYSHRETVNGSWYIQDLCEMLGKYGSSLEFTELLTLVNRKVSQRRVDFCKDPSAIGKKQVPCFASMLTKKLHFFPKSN
E-selectin induc – E-selectin induction on HUVECs | activation, % at 7.58 µM | 0.37% of 260,000 active | HUVEC E-selectin immunofluorescence imaging; normalized: neutral wells 0, TNF-alpha wells 100 | P16581 | AID 686992;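 active means mean E-selectin-positive cell signal at least 10% of the positive control, reached in at least 60% of replicates, without over 20% cell loss; inconclusive means no rule given, readout overlaps actives, possibly toxicity-flagged; inactive means the rest, including those meeting only one limit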;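 further: in these data hits start at about 27%; measured in HUVEC primary endothelial cells; signal is the percent of cells scored E-selectin positive by PE staining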
Target sequence (P16581 whole entry, looked up): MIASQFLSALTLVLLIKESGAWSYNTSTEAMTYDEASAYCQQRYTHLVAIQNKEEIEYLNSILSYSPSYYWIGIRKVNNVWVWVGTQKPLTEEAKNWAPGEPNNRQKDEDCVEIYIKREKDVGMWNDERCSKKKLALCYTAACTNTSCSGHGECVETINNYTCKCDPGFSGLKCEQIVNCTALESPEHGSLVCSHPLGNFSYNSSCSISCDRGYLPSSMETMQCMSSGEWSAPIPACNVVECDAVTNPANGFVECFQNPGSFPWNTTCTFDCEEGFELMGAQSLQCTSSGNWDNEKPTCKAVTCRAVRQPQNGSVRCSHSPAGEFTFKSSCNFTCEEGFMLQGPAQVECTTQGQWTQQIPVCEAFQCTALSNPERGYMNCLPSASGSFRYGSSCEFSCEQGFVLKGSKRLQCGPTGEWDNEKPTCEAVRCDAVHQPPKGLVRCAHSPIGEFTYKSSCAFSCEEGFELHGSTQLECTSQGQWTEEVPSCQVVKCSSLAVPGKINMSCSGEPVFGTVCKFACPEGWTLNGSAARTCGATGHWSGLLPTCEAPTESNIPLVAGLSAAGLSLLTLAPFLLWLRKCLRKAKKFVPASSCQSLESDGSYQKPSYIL
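material = human umbilical vein endothelial cells (HUVEC), E-selectin induction | quantity = 3,000 cells/well | medium = EGM-2 growth medium on 0.1% gelatin-coated wells | technique = immunofluorescence imaging | read-out basis = % PE-positive cells | control set = TNF-alpha positive control, DMSO neutral control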
Active calls of the source: *; ? = inconclusive; . = no result given; & = joins results of further samples.

Compound	RAD52 inh	INS-1E GSIS act	F508del corr	RAD54 inh	XiGFP reactiv	DENV2 CPE	Casp6 inh	E-selectin induc
C[C@H](CO)N1C[C@H](C)[C@H](CN(C)C(=O)Nc2ccc(F)cc2)Oc2ccc(N(C)C)cc2CC1=O	-10	2	1.8	0	-0.5	0	-1	-4.9
CCCC(C(=O)OCC)P(=O)(c1ccccc1)c1ccccc1 (stereo not drawn)	-2	-2	.	1	.	.	1	.
Cn1cnc(S(=O)(=O)Nc2cc(C(F)(F)F)ccc2N2CCOCC2)c1	-8	20	2.0	.	-0.2	3	0	.
CCn1nc(C)c(CNC(=O)c2cc(COc3ccc(F)cc3Cl)on2)c1C	-19	-43	0.1	-10	0.5	-6	-1	-0.2
CN(Cc1cnn(C)c1)Cc1nc(Cc2ccccc2Cl)no1	-34	-15	-0.9	.	0.1	5	-2	-0.1
CO[C@@H]1CN(C)C(=O)c2ccc(NS(=O)(=O)c3cn(C)cn3)cc2OC[C@H](C)N(Cc2cccc(F)c2)C[C@@H]1C	18	7	0.2	0	0.4	5	0	-0.2
O=C(CC1CC1)Nc1ccc2c(c1)[C@H]1C[C@H](CC(=O)N3CCc4ccccc4C3)O[C@@H](CO)[C@H]1O2	-12&-3	-4&5	1.8&-2.2	5&2	0.1&0.2	-12&-8	-7&-4	0.1&0.0
COC(=O)c1c(C)[nH]c(C(=O)/C=C/c2ccccc2F)c1C	-14	.	0.4	.	0.0	1	-5	2.0
C/C(CC(=O)Nc1ccccc1)=N\NC(=O)COc1ccc(C)cc1Br	-14	-7	1.6	.	0.2	-9	0	.
O=[N+]([O-])c1ccc(-c2cnc3ccccc3n2)cc1	-26	.	.	-2	0.2	-3	-10	.
CNC(=O)N(O)C1N(NC(=O)Nc2cccc3ccccc23)C(=S)SC1(C)C (stereo not drawn)	6	-7	.	.	-0.1	3	1	0.1
O=C(C1CCC1)N1CC2(C1)[C@H](c1ccccc1)[C@H](CO)N2CCC(F)(F)F	-1	18	0.5	.	0.2	-2	1	0.0
CCc1ccc(NC(=O)Nc2cc(C(=O)O)ccc2N2CC3CC(C2)c2cccc(=O)n2C3)cc1 (stereo not drawn)	-13	-6	1.0	7	0.0	-6	1	.
N#Cc1ccc(Oc2ccc(S(=O)(=O)N3CCOCC3)cn2)cc1	-8	1	-1.9	.	0.3	2	2	7.5
CCOc1ccc(C2C(C#N)=C(N)Oc3cc(C)oc(=O)c32)cc1 (stereo not drawn)	-6	1	1.9	1	0.1	1	4	.
Clc1cccc(Cc2c(C3CCCCC3)nc3ccc(Cl)cn23)c1	-49	.	1.2	2	0.1	4	2	0.1
CCO[C@@H]1OC(C(=O)N2CCN(Cc3ccc4c(c3)OCO4)CC2)=C[C@H](c2ccc3c(c2)OCO3)[C@H]1CCCO	-1	-9	-2.1	.	0.0	-6	.	-0.1
S=c1nc(C2CCCCC2)[nH]c2ccccc12	-11	2	-3.7	.	0.0	2	3	.
COc1ccc(C(OC(=O)c2c(C)noc2C)C(=O)NC2CCCC2)cc1 (stereo not drawn)	4	6	4.2	-9	.	4	0	.
CCOc1cc(Br)c(/C=C2/C(=O)N(C)C(=S)N2CC(=O)OC)cc1OC	-26	-16	-0.8	.	-0.1	3	1	.
Nc1nc(SCc2ccccc2)c2ncn(C3CCCO3)c2n1 (stereo not drawn)	-7	29	2.4	-3	0.1	-6	1	-2.4
COc1ccc(NC(=O)Nc2cccc3c2O[C@@H](CN(C)Cc2ccc(Cl)c(Cl)c2)[C@@H](C)CN([C@@H](C)CO)C3=O)cc1	.	-23	-0.6	.	-1.3	.	.	-6.7
COc1cc(CN2[C@@H]3CNC[C@H]2C3c2ccc(-c3ccc(C#N)cc3)cc2)cc(OC)c1 (stereo partly drawn)	44	5	2.1	.	0.0	-4	-13	0.0
C[C@@H]1CN([C@H](C)CO)C(=O)c2cc(-c3ccccc3F)cnc2O[C@H]1CN(C)C(=O)C1CC1	8	4	0.3	5	-1.0	?	-2	0.9

A draw from above in order of heavy-atom count, largest number first.
Compound	RAD52 inh	INS-1E GSIS act	F508del corr	RAD54 inh	XiGFP reactiv	DENV2 CPE	Casp6 inh	E-selectin induc
C[C@@H]1CN([C@H](C)CO)C(=O)c2cc(-c3ccccc3F)cnc2O[C@H]1CN(C)C(=O)C1CC1	8	4	0.3	5	-1.0	?	-2	0.9
CCOc1cc(Br)c(/C=C2/C(=O)N(C)C(=S)N2CC(=O)OC)cc1OC	-26	-16	-0.8	.	-0.1	3	1	.
Nc1nc(SCc2ccccc2)c2ncn(C3CCCO3)c2n1 (stereo not drawn)	-7	29	2.4	-3	0.1	-6	1	-2.4

Following part
Compound	RAD52 inh	INS-1E GSIS act	F508del corr	RAD54 inh	XiGFP reactiv	DENV2 CPE	Casp6 inh	E-selectin induc
CN1CCN([C@@H]2CS(=O)(=O)N[C@H]2COCc2ccccc2)CC1	-8	2	-0.4	8	0.0	17	-6	-0.1
COC(=O)c1c(NC(=O)c2ccc(C(=O)c3ccccc3)cc2)sc2c1CC(C)(C)NC2(C)C	-5	.	0.4	-4	0.2	-11	-1	-0.2
C[C@@H]1CN([C@@H](C)CO)C(=O)c2cc(N(C)C)ccc2O[C@@H]1CN(C)S(=O)(=O)c1ccc(Cl)cc1	22	16	2.1	-35	-1.5	3	-1	.
CC(C)c1cc(Cn2c3ccccc3c(=O)n2C(C)Cn2cc(CCc3ccccc3)nn2)on1 (stereo not drawn)	-5	-22	-0.4	.	0.2	0	0	-0.2
CC(O)[C@H]1CNCCN1CC1(c2ccccc2)CC1 (stereo partly drawn)	1	.	0.5	-12	0.0	-6	.	1.1
Cc1cccc(Cl)c1NNC(=O)Nc1c([N+](=O)[O-])c(C)nn1C	0	.	0.6	.	0.1	0	-2	.
Cc1ccc(S(=O)(=O)Nc2ccc3c(c2)nc(CCN2CCCCC2)n3C)cc1	-3	-5	-0.1	1	0.0	3	-2	-0.2
Cc1ccc(C(=O)CCC(=O)N(C)CC(=O)Nc2c(Cl)cccc2Cl)cc1	-8	8	0.8	6	0.1	11	4	-0.1
CCn1c(SC(C)C(=O)Nc2nccs2)nnc1-c1ccncc1 (stereo not drawn)	-11	3	1.5	2	0.2	3	0	.
Cc1ccc(C(=O)NC(=S)N2CCN(c3cc(C)ccc3C)CC2)cc1	-12	1	-3.2	-13	0.2	-3	1	-0.9
COc1ccccc1Cn1c(C)c(C(=O)NCCC#N)sc1=O	-8	15	1.0	1	0.1	6	1	.
O=C(NNc1c(F)c(F)cc(F)c1F)c1ccco1	-7	1	-1.4	-5	1.3	2	2	-0.1
Cc1cccc2cc(C3CC(c4cccs4)=NN3C(=O)CCC(=O)O)c(Cl)nc12 (stereo not drawn)	7	.	3.3	-12	0.0	-10	5	0.0
CC(C)Cn1cnc2c1c(=O)n(CC(=O)O)c(=O)n2Cc1ccccc1	-17	-6	0.3	-2	0.0	-6	-2	.
Oc1ccc(-c2csc(-c3cccnc3)n2)c(O)c1	-1	12	.	.	0.0	-7	-1	.
NC(=O)C1=C[C@H](c2csc3ccccc23)C[C@H](OCc2ccc(CO)cc2)O1	17&-48	1	-2.7&-2.1	-6&1	0.0	-6&10	0&0	0.3
C[C@@H]1CN([C@@H](C)CO)C(=O)c2cc(C#CCN(C)C)cnc2O[C@@H]1CN(C)Cc1ccccc1F	-1	2	.	-17	-1.1	10	3	0.1
CN(C)C(=O)c1ccc(-c2ccc3c(c2)[C@@H]2[C@@H](CCN2C(=O)C2CCCC2)[C@H](CO)N3C)cc1	-9	-3	-1.9	.	0.2	8	2	-0.4
COC(=O)C(CC#Cc1ccc2c(c1)[C@]1(C(=O)N2)[C@H](c2ccccc2OCCO)N2[C@H](c3ccccc3)[C@H](c3ccccc3)OC(=O)[C@H]2[C@@H]1C(N)=O)C(=O)OC	7	.	0.7	-2	.	14	3	.
CN1c2ccc(Br)cc2[C@H]2[C@H](CCN2C(=O)Nc2ccc(F)cc2)[C@@H]1CO	-9	5	1.9	9	0.0	12	1	0.0
COc1ccc(Cl)cc1N(C(C)C(=O)O)S(C)(=O)=O (stereo not drawn)	6	6	-1.2	.	0.0	.	-5	.
C/C=C/c1ccc2c(c1)[C@@H]1[C@@H](CCN1C(=O)C1CCCC1)[C@H](CO)N2	0	4	-2.9	.	-0.1	14	12	-0.2
CC(=O)c1cccc(NC(=O)N2CCCC2C(=O)NC2CCCC2)c1 (stereo not drawn)	-9	5	0.6	2	0.1	0	-1	.
Cc1c(NC(=S)N/N=C\c2ccccc2O)c(=O)n(-c2ccccc2)n1C	-14	.	2.2	.	0.1	?	1	0.1
CO[C@@H](CN(C)S(=O)(=O)c1cn(C)cn1)[C@@H](C)CN(C(=O)Nc1ccc(C(F)(F)F)cc1)[C@@H](C)CO	13	-24	-1.0	-1	0.1	-2	1	0.1
CC(=O)N1[C@H](C)C=C[C@]1(Cc1ccccc1)C(=O)O	2	-6	2.0	-2	0.1	.	-2	-0.5
Cc1c(NC(=O)c2cc3ccccc3c(=O)s2)c(=O)n(-c2ccccc2)n1C	15	18	-2.7	-7	0.2	-3	-2	1.2
CCCNC(=O)N[C@H]1C=C[C@H](CC(=O)OC)O[C@@H]1CO	-4	22	5.7	.	0.0	6	5	0.1
CCCCNc1ncnc2c1cnn2Cc1ccc(Cl)cc1	-9	-12	3.9	2	0.1	-1	-1	0.7
COc1ccc(-c2cnc3c(NC(C)=O)cc(-c4ccccc4CN(C)C)cn23)cc1OC	-4	11	-1.4	15	0.0	-18	-6	0.0
O=C(Cn1ccc(C(F)(F)F)n1)NNC(=O)c1cccnc1	-3	7	0.1	-5	0.2	-10	2	.
Cc1ccc(C(=O)N/N=C/c2ccc(-c3cccc(C(F)(F)F)c3)o2)cn1	-17	.	5.3	-3	0.3	-1	-6	.
Brc1cc(-c2ccccc2)nc(-c2ccccc2)n1	-8	0	1.1	-12	-0.1	13	-2	0.6
Cc1sc2ncn(CC(=O)NCC(=O)N3CCN(c4ccc(F)cc4)CC3)c(=O)c2c1C	0	-8	-1.1	6	0.0	1	-4	0.2
C[C@@H]1CN([C@@H](C)CO)S(=O)(=O)c2ccc(C#Cc3ccccc3)cc2O[C@@H]1CN(C)C(=O)Cc1ccccn1	-21	-44	-1.6	0	0.1	?	-2	0.3
CC(C)NC(=O)N[C@H]1CC[C@@H](CC(=O)NCCCN(C)C)O[C@H]1CO	-5	0	-1.5	5	0.1	-1	0	0.7
Cn1cnc(CCNC(=O)C[C@H]2CC[C@H]3[C@@H](COC[C@@H](O)CN3C(=O)Nc3ccc(Cl)cc3)O2)c1	4	-12	0.3	-1	0.1	-1	0	0.3
CCc1nnc(NC(=O)CCC(=O)Nc2ccc(OC)cc2OC)s1	-10	9	0.7	3	0.1	-5	1	.
COc1ccc(CN(C)C[C@H]2Oc3ccc(NS(=O)(=O)c4cn(C)cn4)cc3C(=O)N([C@H](C)CO)C[C@@H]2C)cc1	7	8	0.7	7	-0.8	-1	0	.
CCN(CC)S(=O)(=O)c1cccc(NC(=O)c2cccc(S(=O)(=O)N3CCCC3)c2)c1	-13	-1	-1.7	6	-0.1	6	3	.
O=C(Nc1cccc(Cl)c1)N[C@@H]1CC[C@H](CCNC(=O)C2CCOCC2)O[C@@H]1CO	7	-6	-0.3	5	-0.6	13	-3	-0.2
